Compound activity from PubChem BioAssay.
UBC13 polyUb – inhibitors of human UBC13 polyubiquitin chain formation. P61088. TR-FRET. inhibition, % at 20 µM. actives 0.47% (n = 330,000); in the data active = inhibition above about 45%, passing the limit was not always enough
Target sequence (P61088 whole entry, looked up): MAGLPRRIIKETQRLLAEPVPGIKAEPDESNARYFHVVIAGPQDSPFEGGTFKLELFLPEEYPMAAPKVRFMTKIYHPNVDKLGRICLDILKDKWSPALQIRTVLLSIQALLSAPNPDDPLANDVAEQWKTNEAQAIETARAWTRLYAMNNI
SENP8 block-1 – blocks human SENP8 cleavage of Nedd8 substrate; Q96LD8; recombinant SENP8, Nedd8 substrate fluorescence; inhibition, % at 20 µM; actives 0.64% (n = 360,000); AID 602440; in the data active = inhibition mostly above about 40%, no sharp cut-off; inactive = mostly below about 27%
Target sequence (Q96LD8 whole entry, looked up): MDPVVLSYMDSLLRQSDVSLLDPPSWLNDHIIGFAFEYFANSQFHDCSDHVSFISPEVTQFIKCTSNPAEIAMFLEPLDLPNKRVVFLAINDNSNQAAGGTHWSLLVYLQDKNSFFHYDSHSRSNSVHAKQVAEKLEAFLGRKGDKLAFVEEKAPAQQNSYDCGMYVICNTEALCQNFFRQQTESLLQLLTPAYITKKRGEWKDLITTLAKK
SENP8 block-2 – SENP8 protease inhibition; actives 1.2% (n = 330,000); AID 2540; purified SENP8, Z-RLRGG-aminoluciferin cleavage, luminescence; Q96LD8; inhibition, % at 10 µM; in the data active = inhibition above about 50%
PfGluPho inh – PfG6PD (Plasmodium falciparum) enzyme inhibition; PfGluPho enzyme, NADPH resazurin-diaphorase fluorescence; AID 504690; inhibition, % at 20 µM; actives 0.78% (n = 350,000);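 active = inhibition reaching at least a set limit at 20 µM in the primary screen, cut at about 59% in these data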;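 note: 0% = DMSO wells with substrate and 100% = DMSO wells lacking glucose-6-phosphate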
SENP6 inh – SENP6 protease inhibition. Q9GZR1. inhibition, % at 10 µM. Recombinant SENP6 catalytic domain, aminoluciferin luminescence. AID 2599. actives 1.8% (n = 330,000);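 active = inhibition above about 50% at the single tested dose, limit read from the data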;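 note: plate controls were DMSO wells with enzyme for no effect and DMSO wells lacking enzyme for full effect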
beta cell repl – inducers of beta-cell replication in MIN6 cells. actives 0.29% (n = 330,000). proliferation, % at 10 µM. MIN6 cells proliferation, ATPlite luminescence, 48 h; cells starved in 0.2% serum; 100% = growth in 10% serum;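 active = compounds whose signal lies at least 3.5 SD above the mean of all wells on their plate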;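 note: 0% = DMSO-treated cells in low-serum medium and 100% = 10% serum control; some compounds called inactive have numbers as strong as hits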
HKDC1 inhibitor – inhibitors of human hexokinase HKDC1 | Q2TB90 | recombinant HKDC1, G6PDH/diaphorase resazurin coupled fluorescence | inhibition, % at 20 µM | actives 0.16% (n = 340,000) | AID 493160;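 active = inhibition above about 35% when tested at 20 µM, limit read from the data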;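 note: plate controls were DMSO wells with enzyme for no effect and DMSO wells lacking enzyme for full effect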
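Test system: recombinant HKDC1 (HK5) hexokinase enzyme, produced in-house; Amount: enzyme 5 µg/mL final; Buffer or medium: Tris pH 8.0 buffer with MgCl2, Tween-20, BSA, BME; Reagent: glucose and ATP substrates; Doses: 20 µM test compound, 1% DMSO; Incubation: 90 min reaction incubation at room temperature, dark; Detection: resorufin fluorescence at 613 nm.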
SENP1 FRET inh – inhibitors of human SENP1 SUMO protease catalytic domain | Q9P0U3 | recombinant SENP1 catalytic domain, CyPet-SUMO1-YPet FRET cleavage | inhibition, % at 10 µM | actives 0.21% (n = 360,000);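 active = inhibition at least 30% at 10 µM, raw YFP signal under a set limit, fluorescence ratio 0.5 to 1.5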;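 note: 0% = enzyme with DMSO and 100% = no enzyme wells; some results filed as inactive read as strong as hits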
Target sequence (Q9P0U3 419-644 limits assumed): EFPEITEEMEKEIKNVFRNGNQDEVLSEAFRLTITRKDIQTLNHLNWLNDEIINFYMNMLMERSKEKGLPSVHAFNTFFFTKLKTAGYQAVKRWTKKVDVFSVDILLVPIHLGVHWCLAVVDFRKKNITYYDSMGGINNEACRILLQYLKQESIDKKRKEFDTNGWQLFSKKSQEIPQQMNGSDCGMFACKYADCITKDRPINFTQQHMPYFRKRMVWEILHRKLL
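Assay system – human recombinant His6-tagged SENP1 catalytic domain enzyme · Input – SENP1 enzyme, 20 pM final · Buffer or medium – Tris pH 8 buffer plus EDTA, NaCl, BME, BSA, NP40, catalase · Schedule – 50 min reaction at room temperature · Technique – FRET read of cyan and yellow fluorescence · Control set – no-enzyme wells low, DMSO-plus-enzyme wells high control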
SENP7 inh – SENP7 protease inhibition; Q9BQF6; inhibition, % at 5 µM; AID 434973; recombinant SENP7, Z-RLRGG-aminoluciferin luminescence, 40 min; actives 1.5% (n = 330,000);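 active = inhibition above about 50% at the single test dose, limit read from the data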;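 note: plate controls were DMSO with enzyme for no effect and no enzyme buffer wells for full effect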
Target sequence (Q9BQF6 706-1050 limits assumed): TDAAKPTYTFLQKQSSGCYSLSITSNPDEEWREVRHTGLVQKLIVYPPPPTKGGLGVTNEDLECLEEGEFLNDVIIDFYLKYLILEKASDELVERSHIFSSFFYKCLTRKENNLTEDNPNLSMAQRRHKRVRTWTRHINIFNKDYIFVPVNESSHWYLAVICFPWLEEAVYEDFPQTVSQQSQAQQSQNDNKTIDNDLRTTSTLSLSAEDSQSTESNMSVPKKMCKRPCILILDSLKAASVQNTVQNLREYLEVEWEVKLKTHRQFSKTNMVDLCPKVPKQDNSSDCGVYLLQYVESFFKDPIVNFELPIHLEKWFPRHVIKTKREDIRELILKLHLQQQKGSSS
Starred values were filed as active, the others as inactive; i = inactive; / = no result given.

SMILES	UBC13 polyUb	SENP8 block-1	SENP8 block-2	PfGluPho inh	SENP6 inh	beta cell repl	HKDC1 inhibitor	SENP1 FRET inh	SENP7 inh
Cc1ccc(/C(N)=N/OC(=O)c2cc(-c3ccccc3)nc3ccccc23)cc1	-4	22	2	-22	7	-6	0	1	0
Cc1ccc(C(=O)OCC(=O)Nc2cc(F)ccc2F)cc1NC(=O)c1ccco1	7	16	1	-5	0	-2	1	1	2
Cc1cc(S(=O)(=O)NCc2ccccc2)ccc1OCC(=O)NCC1CCCO1 (stereo not drawn)	-2	-7	-6	-4	-8	-1	-4	0	-8
CCCc1cc(=O)[nH]c(SCC(=O)Nc2ccc(S(=O)(=O)N3CCCC3)cc2)n1	-4	8	4	-19	8	0	-1	1	2
COCCSc1nc2c(c(=O)[nH]c(=O)n2C)n1Cc1cccc(C)c1	9	13	-3	-7	2	0	-4	3	-2
Cc1cccc(NC(=O)CS(=O)(=O)c2cn(CC(=O)N3CCOCC3)c3ccccc23)c1	-16	11	-6	-13	-29	-5	-2	-1	-4
CC(Oc1ccccc1)C(=O)Nc1ccc(NC(=O)c2ccccc2)cc1 (stereo not drawn)	10	-2	-9	-5	6	-1	-5	0	9
N#CC(C(=O)NC1CCCCC1)=C1CCCCCC1	-9	12	-6	-9	5	1	-2	4	8
CSc1ccc(/C=N/N2CCN(Cc3ccccc3)CC2)cc1	0	4	-9	-2	-9	-3	14	10	-20
Cc1cc(Br)ccc1SCC(=O)OC/C(O)=C(\C#N)c1nc2ccccc2[nH]1	-18	-45	-10	-9	-34	-6	-6	-67	-9
CCO[C@@H]1OC(C(=O)NCc2ccccc2)=C[C@H](C(C)(C)C)[C@H]1CCCO	2	9	-6	0	-10	1	-4	-1	-5
O=C(NC1CCCCC1)c1ccc(CN2CCOCC2)cc1	2	11	4	-7	-4	-3	-1	2	-3
Cc1ccc(S(=O)(=O)Nc2cc(C(F)(F)F)ccc2N2CCOCC2)c(C)c1	-11	5	-16	3	2	-3	0	0	-5
S=C(Nc1ccc(Cl)cc1)N(CCCN1CCOCC1)Cc1cccs1	-4	16	-15	17	-5	-2	-3	5	-8
Cc1cccc2sc(N(CCN(C)C)C(=O)c3ccc4ccccc4c3)nc12	15	16	-3	33	7	-4	1	3	0
CCCc1nnc(SCC(=O)N2CCOCC2)n1Cc1ccco1	10	12	-8	0	-4	-1	3	1	7
C=CCn1c(SCC(=O)Nc2ccc3c(c2)OCO3)nnc1-c1ccccc1OC	-2	6	-3	37	-19	-1	-6	0	-10
CC1CCN(C(=O)C2CCN(S(=O)(=O)c3ccc4c(c3)CC(C)N4C(=O)C3CC3)CC2)CC1 (stereo not drawn)	3	20	8	-5	5	-1	5	1	-6
COc1ccc(CCc2nnc(CCC(=O)NCc3cnn(-c4ccccc4C)c3)o2)cc1	2	3	3	-1	11	-2	0	1	10
Cc1occc1C(=O)NNC(=O)CN1C(=O)NC2(CCCCC2)C1=O	-2	2	3	-1	-13	-2	-5	3	-7

Full records, looked up by structure. Order of screens: UBC13 polyUb | SENP8 block-1 | SENP8 block-2 | PfGluPho inh | SENP6 inh | beta cell repl | HKDC1 inhibitor | SENP1 FRET inh | SENP7 inh
Profile of Cc1occc1C(=O)NNC(=O)CN1C(=O)NC2(CCCCC2)C1=O → -2 | 2 | 3 | -1 | -13 | -2 | -5 | 3 | -7
Profile of C=CCn1c(SCC(=O)Nc2ccc3c(c2)OCO3)nnc1-c1ccccc1OC → -2 | 6 | -3 | 37 | -19 | -1 | -6 | 0 | -10
Profile of CCCc1cc(=O)[nH]c(SCC(=O)Nc2ccc(S(=O)(=O)N3CCCC3)cc2)n1 → -4 | 8 | 4 | -19 | 8 | 0 | -1 | 1 | 2

Further results.
SMILES	UBC13 polyUb	SENP8 block-1	SENP8 block-2	PfGluPho inh	SENP6 inh	beta cell repl	HKDC1 inhibitor	SENP1 FRET inh	SENP7 inh
Cc1ccc(NC(=O)c2ncn(CCCNCCCN3CCCC3=O)n2)cc1C	/	6	/	-3	/	/	4	1	/
CCN1CCN(C(=O)C(=O)c2cn(CC(=O)N(CC)CC)c3ccccc23)CC1	-7	9	-10	-7	4	0	-1	2	-11
CCN(C(=O)CCc1ccccc1)C1CCCCC1	-3	12	-8	7	6	0	-4	-1	-11
Cc1ccccc1-c1nc2ccccc2c(=O)n1/N=C/c1ccccc1[N+](=O)[O-]	7	26	-9	55	-4	-2	-4	3	0
COCCN1C=C2C(=O)C(C)(OC(=O)CCC(=O)OC)C(=O)C=C2C=C1C1CC1 (stereo not drawn)	-88	19	10	57	22	-1	17	-37	5
COC(=O)c1ccc(CNC(=O)C(NC(=O)c2ccco2)C(C)C)cc1 (stereo not drawn)	7	10	-5	-1	-5	-2	-2	1	5
COC(=O)c1c(C)[nH]c(O)c1C=Nc1ccc(C#N)cc1	4	-24	3	16	-15	-1	-6	-18	2
Cc1ccc(-c2noc(CC(=O)c3ccc([N+](=O)[O-])cc3)n2)cc1	/	12	/	24	/	/	-1	-5	/
CCCc1cnc(N2CCN(C(=O)c3ccccc3)CC2)nc1	4	-46	-2	2	0	-3	7	-2	1
CCOC(=O)NC(CC(=O)O)c1ccc(OC)cc1 (stereo not drawn)	3	17	5	-10	12	-2	-8	1	8
COc1cccc(CN(C)C(=O)CSc2nc3ccccc3[nH]2)c1OC	6	1	-11	-10	-8	0	-4	0	-5
CCC1CCC(c2nnc(-c3ccc(Br)cc3)o2)CC1 (stereo not drawn)	16	19	-6	6	-15	-1	-3	0	1
COc1c(Cl)cc(Cl)cc1CNCc1ccccc1	6	8	1	-4	8	-1	18	4	7
CC(C)CCN1C(=O)c2ccc(C(=O)NCc3ccccn3)cc2C1=O	0	3	-1	-16	5	-2	4	1	5
COc1cccc(CN2CCNC(=O)C2CC(=O)NCC(C)(C)N2CCOCC2)c1OC (stereo not drawn)	-1	-1	-5	-9	4	-3	-1	-3	9
NC(=O)C1CCN(C(=O)c2ccc(NS(=O)(=O)c3ccc(F)cc3)cc2)CC1	-2	5	-2	-5	-11	4	-2	2	2
Cc1ccccc1COC(=O)CCCC1=NS(=O)(=O)c2ccccc2N1	3	11	3	-16	-2	-1	-1	0	-2
Cc1ccccc1N1C(=O)C(Cl)=C(N2CCCCCC2)C1=O	-6	34	2	-8	-4	2	3	6	-9
O=C(CN1C(=O)CC(c2ccco2)Sc2ccccc21)NCC1CCCO1 (stereo not drawn)	-12	-9	-6	8	-9	1	-5	-12	-3
CCOC(=O)C(C)n1ncn2cccc2c1=O (stereo not drawn)	4	9	-1	3	-12	-1	-2	4	0
COCCn1cnnc1SCC(=O)Nc1cccc(S(=O)(=O)N2CCCCCC2)c1	-6	18	-9	-10	-11	0	1	0	-7
CCOC(=O)c1sc(-c2ccc(F)cc2)cc1NC(=O)Nc1ccccc1OC	14	-87	-8	13	-8	0	15	0	-6
Cc1ccc(C(=O)C2Oc3ccccc3C3CC(c4ccc(C)cc4)=NN23)cc1 (stereo not drawn)	2	6	-6	27	-17	3	-5	-26	10
Cc1ccc(C(=O)C[n+]2ccc(Cc3ccccc3)cc2)cc1	6	6	-2	0	-17	-6	-5	-7	2
Cc1ccc(S(=O)(=O)N2CCCN(S(=O)(=O)c3ccc4c(c3)OCCO4)CC2)cc1	11	10	0	-7	0	-1	9	-1	7
COc1ccc(C2CC(=O)CCN2S(=O)(=O)c2ccc(C)cc2)cc1 (stereo not drawn)	/	1	/	14	/	/	-5	3	/
CC1(C)CC(=O)c2sc(NC(=O)c3ccco3)nc2C1	-14	-78	-4	-32	-1	-5	1	0	-4
O=C(Nc1ccc2c(c1)C(=O)N(CC1CCCO1)C2=O)c1cccc(Br)c1 (stereo not drawn)	0	-313	-1	3	-1	-4	-1	0	24
COc1cc(/C=C/C(=O)O)cc(S(=O)(=O)N(CC(C)C)CC(C)C)c1OC	-7	2	-7	-19	-15	-1	-7	2	-1
CC(/C=C1\SC(=Nc2cccnc2)NC1=O)=C\c1ccccc1	-13	3	-2	-7	-22	-6	2	-6	6
COc1ccccc1S(=O)(=O)Cc1ccc(C(=O)N2CCN(c3ccc(C)cc3)C(C)C2)o1 (stereo not drawn)	-10	8	-6	-5	-2	-1	-3	2	14
COCCn1c(=S)[nH]c2cc(C(=O)N3CCN(c4ccccc4OC)CC3)ccc2c1=O	19	10	2	-9	-10	-4	-8	1	-6
CCC(=O)Oc1ccc(NC(=O)CSCc2ccccc2)cc1	7	4	10	5	-4	-3	-8	1	-4
O=C(CN1CCN(C(=O)c2ccco2)CC1)Nc1ccccc1-c1ccccc1	7	3	0	7	1	-1	-1	-3	2
N=C1/C(=C/c2cccs2)C(=O)N=C2SN=C(SCc3ccccc3)N12	-17	27	29	-46	66*	-6	8	1	19
CCCN1C(=O)S/C(=C\c2ccc(N3CCOCC3)o2)C1=O	i	31	9	45	13	-6	6	-29	6
Cc1nnc(Nc2ccc(C(=O)N3CCOCC3)cc2)c2ccccc12	3	-100	-6	-13	6	0	-1	4	-6
COc1cc(OC)cc(C(=O)N[C@H](C(=O)OCC(=O)Nc2ccc(F)c(F)c2)C(C)C)c1	8	7	8	18	-4	-2	15	1	3
O=C(c1sc2cc([N+](=O)[O-])ccc2c1Cl)N1CCOCC1	-9	14	5	3	16	0	-3	1	0
CCn1c(C)nnc1SCC(=O)Nc1cccc(Cl)c1	-2	16	0	-6	2	-2	-2	-1	9
COC(=O)COc1ccc(S(=O)(=O)Nc2ccc(C(N)=O)cc2)cc1Cl	-6	8	-13	-35	-4	-1	-3	0	-6
COC(=O)c1[nH]c2ccccc2c1NC(=O)CCN1CCSCC1	-6	-104	-16	-1	-12	-3	2	0	-16
O=C(Nc1cc(-c2nn(CC(=O)N3CCCCC3)c(=O)c3ccccc23)ccc1N1CCOCC1)c1ccc(Cl)cc1	-9	-4	-7	-15	-1	-1	-3	4	-8
Cc1ccc2cc(COC(=O)c3ccco3)c(=O)[nH]c2c1	1	20	5	-3	5	-3	-2	0	2
CC(C)NC(=O)COC(=O)/C=C/c1ccco1	-2	2	0	0	-10	-2	6	1	-1
COC(=O)C(CCSC)NS(=O)(=O)c1ccc(Cl)cc1 (stereo not drawn)	4	27	-2	1	-6	-1	-10	3	3
CCOCc1nnc(NC(=O)c2cccs2)s1	-1	20	-5	0	-19	0	-2	1	4
COc1ccc(N2CCN(CCCNC(=O)C(=O)c3c(C)[nH]c4ccccc34)CC2)cc1	4	14	-17	3	-15	-2	-3	0	-3
COCCNC(=O)c1ccccc1N(Cc1ccccc1)S(=O)(=O)c1ccc(C)cc1	4	8	-1	-14	10	1	-11	-2	-3
O=C(COC(=O)c1cc(=O)[nH]c2ccccc12)Nc1ccc(F)cc1F	11	-250	3	-9	-13	0	2	2	1
CC(C)[C@H](N)C(=O)NC[C@H](CC(=O)NC[C@H]1CC[C@H](C(=O)O)CC1)c1ccc(Cl)cc1	2	19	-2	2	-30	0	-3	1	3
COc1ccc(-c2ccn(-c3cccc(F)n3)n2)cc1	-4	-182	8	27	2	-1	-8	-16	4
CCN1C(=O)[C@H]2[C@@H](c3ccc(-c4ccc(Cl)c(Cl)c4)cc3)N[C@@](Cc3ccccc3)(C(=O)OC)[C@H]2C1=O	-13	-14	2	1	-2	-7	0	-2	-2
CCSc1nc2c(c(=O)[nH]c(=O)n2C)n1Cc1ccc(Cl)cc1	-5	24	-7	5	-20	-2	-6	-3	6
O=C(CCN1CCN(CCO)CC1)Nc1ccc(C2CCCC2)cc1	5	2	-3	9	-10	-1	4	-2	-2
